mHTT-CaM PPI inh: disrupts binding of mutant huntingtin to calmodulin; P42858; AlphaScreen His-mHTT/GST-CaM binding, luminescence; inhibition, % at 15 µM; hit rate 3.6% among 190,000; AID 1671202;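 also: 0% = both proteins with DMSO and 100% = one protein alone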
Target sequence (P42858 whole entry, looked up, stated change not applied): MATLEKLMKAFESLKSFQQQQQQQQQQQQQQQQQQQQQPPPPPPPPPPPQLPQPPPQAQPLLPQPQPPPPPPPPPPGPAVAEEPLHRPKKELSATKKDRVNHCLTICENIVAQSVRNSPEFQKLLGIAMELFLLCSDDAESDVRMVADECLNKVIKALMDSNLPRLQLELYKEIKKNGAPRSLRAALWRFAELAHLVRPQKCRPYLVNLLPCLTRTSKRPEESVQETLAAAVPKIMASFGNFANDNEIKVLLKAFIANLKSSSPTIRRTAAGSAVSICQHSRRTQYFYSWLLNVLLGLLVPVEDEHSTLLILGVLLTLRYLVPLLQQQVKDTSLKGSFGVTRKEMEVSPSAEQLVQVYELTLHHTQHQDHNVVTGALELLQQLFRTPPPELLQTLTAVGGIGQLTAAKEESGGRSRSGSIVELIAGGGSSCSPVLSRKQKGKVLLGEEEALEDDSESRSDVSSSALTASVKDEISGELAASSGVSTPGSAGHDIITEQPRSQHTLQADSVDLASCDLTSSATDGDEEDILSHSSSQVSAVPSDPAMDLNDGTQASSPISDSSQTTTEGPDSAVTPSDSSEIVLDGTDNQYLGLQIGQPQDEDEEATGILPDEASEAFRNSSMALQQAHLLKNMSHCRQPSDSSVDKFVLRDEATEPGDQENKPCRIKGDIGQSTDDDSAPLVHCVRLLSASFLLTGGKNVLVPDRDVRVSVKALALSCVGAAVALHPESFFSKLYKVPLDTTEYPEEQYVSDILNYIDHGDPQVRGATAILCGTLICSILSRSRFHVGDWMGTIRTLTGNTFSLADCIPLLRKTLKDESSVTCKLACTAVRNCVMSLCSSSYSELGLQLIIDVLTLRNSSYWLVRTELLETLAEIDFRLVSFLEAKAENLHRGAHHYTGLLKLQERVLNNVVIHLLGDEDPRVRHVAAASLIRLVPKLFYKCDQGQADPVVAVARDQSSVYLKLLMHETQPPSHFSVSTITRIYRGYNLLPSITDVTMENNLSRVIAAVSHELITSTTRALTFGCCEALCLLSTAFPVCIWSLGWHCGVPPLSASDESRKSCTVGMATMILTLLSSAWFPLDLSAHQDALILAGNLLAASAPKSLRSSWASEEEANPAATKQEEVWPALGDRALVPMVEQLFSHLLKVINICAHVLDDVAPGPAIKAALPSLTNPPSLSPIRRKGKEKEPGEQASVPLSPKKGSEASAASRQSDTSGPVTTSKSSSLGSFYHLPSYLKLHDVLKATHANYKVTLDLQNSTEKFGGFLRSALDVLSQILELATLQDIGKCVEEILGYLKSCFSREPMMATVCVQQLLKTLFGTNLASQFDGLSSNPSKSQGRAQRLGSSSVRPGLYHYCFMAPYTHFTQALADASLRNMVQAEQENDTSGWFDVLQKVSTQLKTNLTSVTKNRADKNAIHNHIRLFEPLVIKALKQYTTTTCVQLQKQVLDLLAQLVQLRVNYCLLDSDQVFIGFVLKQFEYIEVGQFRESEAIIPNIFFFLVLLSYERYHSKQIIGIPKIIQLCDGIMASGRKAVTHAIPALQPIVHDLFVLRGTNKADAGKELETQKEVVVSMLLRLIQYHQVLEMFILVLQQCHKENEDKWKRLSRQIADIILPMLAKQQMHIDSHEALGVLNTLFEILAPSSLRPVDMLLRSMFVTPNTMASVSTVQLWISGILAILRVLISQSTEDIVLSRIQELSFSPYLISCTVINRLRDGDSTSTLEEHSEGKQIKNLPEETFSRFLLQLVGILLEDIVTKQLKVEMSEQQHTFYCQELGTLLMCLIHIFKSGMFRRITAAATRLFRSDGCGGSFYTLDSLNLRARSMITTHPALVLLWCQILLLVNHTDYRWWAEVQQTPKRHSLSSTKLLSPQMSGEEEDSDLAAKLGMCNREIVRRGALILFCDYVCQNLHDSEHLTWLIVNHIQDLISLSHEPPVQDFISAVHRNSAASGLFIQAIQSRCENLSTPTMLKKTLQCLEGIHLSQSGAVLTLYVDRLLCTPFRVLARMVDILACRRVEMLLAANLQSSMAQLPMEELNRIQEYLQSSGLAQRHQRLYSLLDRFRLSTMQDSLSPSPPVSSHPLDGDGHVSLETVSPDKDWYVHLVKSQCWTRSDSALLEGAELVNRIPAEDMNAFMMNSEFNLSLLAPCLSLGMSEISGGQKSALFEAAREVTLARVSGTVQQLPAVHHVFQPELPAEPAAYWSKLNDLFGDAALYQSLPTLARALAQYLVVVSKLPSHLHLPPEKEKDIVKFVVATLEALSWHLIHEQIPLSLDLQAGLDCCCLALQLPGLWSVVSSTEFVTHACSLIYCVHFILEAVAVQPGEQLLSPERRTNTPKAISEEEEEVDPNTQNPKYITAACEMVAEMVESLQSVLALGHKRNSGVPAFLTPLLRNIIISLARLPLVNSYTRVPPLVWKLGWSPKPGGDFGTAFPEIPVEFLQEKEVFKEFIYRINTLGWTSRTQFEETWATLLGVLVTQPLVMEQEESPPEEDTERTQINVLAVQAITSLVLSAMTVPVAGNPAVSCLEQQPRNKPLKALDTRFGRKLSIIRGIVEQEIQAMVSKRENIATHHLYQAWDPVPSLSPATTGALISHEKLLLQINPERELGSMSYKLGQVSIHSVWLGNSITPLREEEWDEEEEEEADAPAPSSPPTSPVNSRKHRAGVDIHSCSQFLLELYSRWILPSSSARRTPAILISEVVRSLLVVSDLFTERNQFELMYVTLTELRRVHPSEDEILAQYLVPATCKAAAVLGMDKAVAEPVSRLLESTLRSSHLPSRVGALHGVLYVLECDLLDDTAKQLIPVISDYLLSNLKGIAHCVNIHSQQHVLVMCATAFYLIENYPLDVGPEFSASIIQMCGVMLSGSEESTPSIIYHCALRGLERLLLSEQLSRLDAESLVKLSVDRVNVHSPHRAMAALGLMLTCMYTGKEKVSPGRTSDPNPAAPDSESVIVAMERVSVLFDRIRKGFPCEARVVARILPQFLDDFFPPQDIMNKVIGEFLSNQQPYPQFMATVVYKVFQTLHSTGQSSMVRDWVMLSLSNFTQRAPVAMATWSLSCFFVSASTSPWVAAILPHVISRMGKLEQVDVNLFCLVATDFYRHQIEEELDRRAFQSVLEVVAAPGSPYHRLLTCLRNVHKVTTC
Pf apPOL inh: Pf-apPOL DNA polymerase inhibition. Recombinant Pf-apPOL, molecular beacon fluorescence, 1.5 h. hit rate 0.25% among 210,000. inhibition, % at 10 µM
An asterisk follows results filed as active; nt = not tested or not shown; & = joins results of further samples. Rule as the data show it: active = inhibition above about 50%; inactive = the rest. This is a random part of the collection. Share with any hit: about 3.7%.

SMILES	mHTT-CaM PPI inh	Pf apPOL inh
CC1(C)OC(=O)C(=CNc2cc(C(F)(F)F)cc(C(F)(F)F)c2)C(=O)O1	nt	-19
COc1ccccc1NC(=O)CSc1nc(O)cc(=O)n1C	-4	4
CC(=O)c1ccc(N=Cc2c(C)[nH]n(-c3ccccc3)c2=O)cc1	30	-1
CC1(C)CC(=O)C=C(SCCS(=O)(=O)c2ccc(Cl)cc2)S1	nt	-2
O=C(CN1C(=O)CCC1=O)N1CCC(COCc2ccccc2)CC1	-20	-2
CCCCC(=O)N[C@H]1CC[C@@]23CCCN2C(=O)CCC[C@H]3[C@H]1C	-3	-7
Cc1cc2c(NC(=O)Nc3ccccc3)cccc2nn1	nt	-2
CNC(=O)NCc1cccnc1-c1cccc(C)c1	-2	-6
O=C(Cn1cc2c(n1)CCCC2)Nc1ccccc1Br	-5	4
CCCCOC(=O)C1C2C=CC3(CN(c4cccc(C)c4)C(=O)C13)O2 (stereo not drawn)	-8	1
FC(F)(F)c1cccc(NNC(=S)Nc2ccccc2)c1	nt	-7
CCC(NS(=O)(=O)c1cc([N+](=O)[O-])ccc1Cl)C12CC3CC(CC(C3)C1)C2 (stereo not drawn)	46	-13
COc1ccc(Nc2nc(NN)nc(OCC(F)(F)F)n2)cc1	92*	nt
O=C(NCc1ccc(F)cc1)C1CCCN(c2ccc(-c3ccco3)nn2)C1 (stereo not drawn)	6	-5
Cc1ccc(-n2ncc3c(N(CCO)CCO)ncnc32)c(C)c1	14	0
Cc1cc(C(=O)N2CCCCC2c2nncn2Cc2ccccc2)n[nH]1 (stereo not drawn)	0	-7
COc1cc(NC(=O)CCCc2ccccc2)c(OC)cc1Cl	-2	8
O=C1NC(=O)/C(=C\c2cc3c(cc2[N+](=O)[O-])OCO3)S1	2	1
COc1ccc(C)c2sc(N3CCN(C(=O)C4CC4)CC3)nc12	-2	-31
COc1cc(CNC(=O)c2nc3ccccc3s2)cc(OC)c1OC	-9	-5
S=C(SCc1ncon1)N1CCOCC1	nt	5
Cc1cc(C(=O)NNC(=O)Nc2ccc(Cl)cc2)no1	nt	-2
Cc1ccc(OS(=O)(=O)c2cc(C(F)(F)F)cc(C(F)(F)F)c2)c([N+](=O)[O-])n1	nt	-2&-4
O=C(Nc1ccc(S(=O)(=O)Nc2ccc(I)cc2)cc1)C1CC1	6	-4
O=C(/C=C/c1ccc(-c2cccc([N+](=O)[O-])c2)o1)c1cccs1	35	38
O=C(/C=C/O)c1ccc2c(c1)OCO2	8	nt
CC1CC(=O)C2=C(C1)OC(N)=C(C#N)C2c1ccc(Br)cc1 (stereo not drawn)	-1	-8
COc1ccccc1CCC(=O)N1CCn2c(C)nnc2C1	-13	1
Cn1c(=O)c([N+](=O)[O-])c(N2CCN(CCOc3ccc(Cl)cc3)CC2)c2ccccc21	41	-5
COCCn1cc2c3c(cccc31)CN(C(=O)Nc1cccc(F)c1)CC2	3	1
NC(=S)NCc1ccncc1	nt	-6
COc1ccc(C(=O)Nc2c(N)nc(SCC(=O)NC3CCCC3)[nH]c2=O)cc1OC	-9	-3
C=CCc1c(C)nc2nc(SCC(=O)Nc3ccc(C)c(C)c3)nn2c1C	53*	-4
O=C(NCc1ccc2c(c1)OCO2)Oc1ccccc1	-2	-4
CCOC(=O)c1ccc(NC(=O)Cn2cnc3ccccc32)cc1	-4	-8
O=C(NC1CCCCC1)c1ccc2c3c(onc13)-c1ccccc1C2=O	42	2
Clc1cc(Br)ccc1OCc1nc(-c2ccccn2)no1	0	4
Cc1ccccc1C1CC(c2cccs2)Nc2ncnn21 (stereo not drawn)	-4	1
CC1=C(C(=O)Nc2cc(C)ccc2C)C(c2ccc([N+](=O)[O-])cc2)NC(=O)N1 (stereo not drawn)	0	-6
Cc1cc2n(n1)CCC(=O)N2CCCC(=O)N1CCN(c2cccc(C(F)(F)F)c2)CC1	30	-2
CCSc1nnc(N2C(=O)c3ccc([N+](=O)[O-])cc3C2=O)s1	2	-2
CSc1ccc(CNC(=O)C2CCN(c3cncnc3N3CCOCC3)CC2)cc1	5	-4
O=C(CC1CCCCC1)Nc1ccc2c(c1)OCO2	-1	1
Cn1nc(COCc2cccc(F)c2)c2c1CCN(C(=O)Nc1ccc(F)cc1)C2	6	-3
Nc1ncn2c(n1)nc1ccccc12	6	-11
CN(C)Cc1ccc(C(=O)O)o1	-6	nt
Cc1ccccc1Cn1cc(CN2[C@@H](CC(C)C)COc3cccc(F)c3S2(=O)=O)nn1	-4	-3
Cc1ccc(-c2csc(/C(C#N)=C/c3ccc(C)o3)n2)cc1	14	1
CC(C)n1cnnc1C1CCN(C2CCNC2)CC1 (stereo not drawn)	1	-9
CCNC(=O)NCC1CCN(C(=O)NC(C)(C)C)CC1	-12	-6
CC(=O)Nc1c(-c2ccc(C)cc2)c(=O)c2ccccc2n1C	-15	-7
O=C(CCc1conc1-c1cccc(F)c1)NC1CCCCC1	0	-4
COc1ccc(-n2nc3c(c2NC(=O)c2ccccc2F)CS(=O)C3)cc1 (stereo not drawn)	5	0
O=C1CCC(=O)N1c1ccc(-c2ccc(N3C(=O)CCC3=O)cc2)cc1	-8	-4
CCn1c(=O)c(C(=O)NCc2cc(C)ccc2C)nc2cccnc21	10	0
O=C(O)C1C2CCC(C2)C1C(=O)Nc1ccc([N+](=O)[O-])cc1 (stereo not drawn)	4	4
O=c1c2c(nc3cc[nH]n13)CCN(S(=O)(=O)c1cccs1)C2	-6	-3
Cc1ccccc1C(=O)N1CCC(COc2ccc(C(=O)NC3CC3)cc2)CC1	14	-3
Cc1nc(SCc2ccc(C(=O)N3CCCC3)cc2)nc(N2CCOCC2)c1C	12	2
NCc1nc2ccc(Cl)cc2[nH]1	36	nt

More records.
SMILES	mHTT-CaM PPI inh	Pf apPOL inh
O=C(NC1CCCC1)c1csc(N2CCN(c3ccc(F)cc3)CC2)n1	5	-4
COc1ccccc1NS(=O)(=O)c1ccc2[nH]c3c(c2c1)CCCC3	81*	-1
O=C(Nc1ccccc1Br)c1cc(S(=O)(=O)NC2CCCCCC2)ccc1F	-20	-6
CC(=O)n1cc(/C=C2\N=C(c3ccc(Cl)cc3)OC2=O)c2cc(Br)ccc21	0	-4
CC(C)(C)NC(=O)C1CCN(S(=O)(=O)c2ccc(Cl)cc2)CC1	-2	0
Cc1ccccc1CNC(=S)O[C@H]1CCC12CCC(c1ccccc1)CC2 (stereo partly drawn)	-35	-1
O=C(Cc1csc(NC(=O)c2ccsc2)n1)NCc1nc2ccccc2[nH]1	1	-4
O=C(NCc1ccccn1)C1CN(S(=O)(=O)c2cccs2)CC12CCCCC2 (stereo not drawn)	11	1
Fc1ccc(C2Nc3ccc(F)cc3C3C=CCC32)cc1 (stereo not drawn)	94*	-1
CCOC(=O)C1=C(N)Oc2c(oc(CO)cc2=O)C1c1ccc(Cl)cc1Cl (stereo not drawn)	20	-5
COc1ccc(CC(=O)Nc2ccc(S(N)(=O)=O)cc2)cc1	-10	2
COc1cccc(C(=O)Nc2nccn(-c3ccc(C(C)C)cc3)c2=O)c1	1	0
CCOCCCNC(=O)N1CCCCCC1c1cccs1 (stereo not drawn)	5	-3
CC(Oc1ccccc1)C(=O)N1CC(=O)Nc2ccc(F)cc2C1c1ccc(F)cc1 (stereo not drawn)	-1	-2
O=C1c2ccccc2C(=O)C1(CO)c1ccc(F)cc1	13	0
CC[n+]1cccc(C=C2Oc3cc(O)ccc3C2=O)c1	-1	-6
O=C(c1ccsc1)N1CCCC(c2ccnc(Nc3cccc(F)c3)n2)C1 (stereo not drawn)	67*	-2
Cc1cc(S(=O)(=O)n2cccc2)c(Cl)cc1Cl	nt	-4&-6
COc1cccc(-c2noc(C3CCCN3C(=O)Nc3ccc(OC)cc3C)n2)c1 (stereo not drawn)	0	-1
O=C(C1CC=CCC1)N1CCCC(COCc2ccccc2)C1 (stereo not drawn)	-12	-14
COc1ccc(C(=O)N2CCC3(CC2)NC(=O)N(Cc2ccc(F)cc2)C3=O)c(OC)c1	13	-6
COc1cc2c(cc1OC)C(C(=O)Nc1c(F)cccc1F)C(c1ccccc1F)N(C)C2=O (stereo not drawn)	12	-9
CCN1c2ccc(F)cc2C(=O)NC12CCN(C(=O)Cc1ccc(Cl)cc1)CC2	25	-2
CCc1ccc(NC(=O)c2ccncc2)cc1	2	-6
COc1ccc(-c2cc3ccc(OS(C)(=O)=O)cc3oc2=O)cc1	-9	-7
Cc1ccc2nc(-c3ccc([N+](=O)[O-])cc3)cn2c1	-4	-14
CCOC(=O)C1CCN(Cc2cc(=O)oc3c(C)c(O)ccc23)CC1	4	-5
O=C(Nc1ccc(O)c2c(=O)cc(-c3cccc(Cl)c3)oc12)c1cccc(Cl)c1	-19	-3
O=C(NCc1cc(-c2cccs2)on1)c1ccccc1S(=O)(=O)C(F)F	-13	-3
Cc1ccc(-c2ncc(NC(=O)C3CCC3)cn2)cc1	-2	0

Next part, overlapping the part above by five compounds.
SMILES	mHTT-CaM PPI inh	Pf apPOL inh
Cc1ccc2nc(-c3ccc([N+](=O)[O-])cc3)cn2c1	-4	-14
CCOC(=O)C1CCN(Cc2cc(=O)oc3c(C)c(O)ccc23)CC1	4	-5
O=C(Nc1ccc(O)c2c(=O)cc(-c3cccc(Cl)c3)oc12)c1cccc(Cl)c1	-19	-3
O=C(NCc1cc(-c2cccs2)on1)c1ccccc1S(=O)(=O)C(F)F	-13	-3
Cc1ccc(-c2ncc(NC(=O)C3CCC3)cn2)cc1	-2	0
Cc1ccc(S(=O)(=O)NC(=O)NCCNc2ncc(C(F)(F)F)cc2Cl)cc1	nt	-7
CCC(CC)NC(=O)O[C@H]1CC[C@@]23CCCN2C(=O)CCC[C@H]3[C@H]1C	-2	-13
CCn1c(SCC(=O)c2ccc(F)cc2)nnc1-c1ccc2c(c1)OCO2	-1	-7
CCCC(=O)N1CCc2cc(OC)c(OC)cc2C1COc1ccc(OC)cc1 (stereo not drawn)	7	0
CNC(=O)C[C@H]1C(=O)N(Cc2ccccc2)C[C@@H]1Cc1ccccc1	16	-7
Cc1cc(N2C(=O)c3ccc(C(=O)O)cc3C2=O)no1	-4	-1
Cc1ccccc1N1CCN(C(=O)c2ccc(F)cc2)C(C)C1=O (stereo not drawn)	-7	-1
O=C1c2ccccc2C(=O)N1CN(C(=O)C(F)(F)F)c1ccc(Cl)cc1	25	7
COc1ccc(Br)cc1C1C(C#N)=C(N)OC2=C1C(=O)CC(C)C2 (stereo not drawn)	4	-7
COc1cc(C2C(=C(O)c3ccc(C)cc3)C(=O)C(=O)N2Cc2cccnc2)cc(OC)c1OC (stereo not drawn)	1	-4
O=C(NC1CCN(Cc2ccccc2)CC1)C1CCN(c2cncnc2N2CCCC2)CC1	2	1
CCNc1cc(N2CCCC(CCC(=O)N3CCN(c4ncccn4)CC3)C2)ncn1 (stereo not drawn)	5	-3
O=C1OC(/C=C/c2cccc([N+](=O)[O-])c2)=NC/1=C\c1ccc(F)cc1	0	-2
O=C(O)CCc1ccc(-c2cccs2)n1-c1ccc(O)cc1	46	-8
c1ccc(-c2noc(-c3ccco3)n2)nc1	4	-12
O=C(NCc1ccc(F)cc1)c1cccc(N2CCNC(c3ccccc3)C2)n1 (stereo not drawn)	44	-30
Cc1cc(-c2ccc(NC(=O)CCC(=O)O)c(C)c2)ccc1NC(=O)CCC(=O)O	-3	-4
Cc1cc(C)nc(-n2nc(C)c3c2NC(=O)CC3c2ccc3ccccc3c2)n1 (stereo not drawn)	70*	-1
Cc1cc(C)nc(N=C(N)C2=C(O)CC(C)(C)CC2=O)n1	-9&0	6&29
CCCCOc1ccc(S(=O)(=O)NCc2cccnc2)cc1	2	-5
CN1CC(=O)N(C)c2ncn(C)c2C1=O	-9	-4
O=C(c1ccc(OCC2CCCN(C(=O)c3ccc(F)c(F)c3)C2)cc1)N1CCOCC1 (stereo not drawn)	2	-7
CCN1C(=O)NC(=O)/C(=C/c2cn(CC(=O)N3CCOCC3)c3ccccc23)C1=O	8	-3
COc1ccccc1-c1nc(-c2ccc3ncn(C)c3c2)no1	29	2
Cc1cc(C)c(S(=O)(=O)NCCn2nc(-n3ccnc3)ccc2=O)cc1C	-5	1
O=C(NCc1csc(C2CCCN(S(=O)(=O)c3cc(F)ccc3F)C2)n1)C1CC1 (stereo not drawn)	7	-4
OC1CSc2nnnn2C1 (stereo not drawn)	-1	23
COc1cccc(CNC(=O)N2CCCC2c2c(C)noc2C)c1 (stereo not drawn)	-5	0

Full records from above:
`COc1cc(C2C(=C(O)c3ccc(C)cc3)C(=O)C(=O)N2Cc2cccnc2)cc(OC)c1OC` (stereo not drawn) is listed with mHTT-CaM PPI inh = 1; Pf apPOL inh = -4
`Cc1cc(C)nc(N=C(N)C2=C(O)CC(C)(C)CC2=O)n1` is listed with mHTT-CaM PPI inh = -9&0; Pf apPOL inh = 6&29
